# Compound activity deposited in PubChem by The Scripps Research Institute Molecular Screening Center.
# MITF inh: inhibitors of human MITF; O75030; AlphaScreen MITF homodimerization, bead proximity signal; inhibition, % at 2.6 µM; hit rate 0.91% among 650,000; in the data active = inhibition above about 50%;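 also: 0% = vehicle wells with protein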
# Target sequence (O75030 whole entry, looked up): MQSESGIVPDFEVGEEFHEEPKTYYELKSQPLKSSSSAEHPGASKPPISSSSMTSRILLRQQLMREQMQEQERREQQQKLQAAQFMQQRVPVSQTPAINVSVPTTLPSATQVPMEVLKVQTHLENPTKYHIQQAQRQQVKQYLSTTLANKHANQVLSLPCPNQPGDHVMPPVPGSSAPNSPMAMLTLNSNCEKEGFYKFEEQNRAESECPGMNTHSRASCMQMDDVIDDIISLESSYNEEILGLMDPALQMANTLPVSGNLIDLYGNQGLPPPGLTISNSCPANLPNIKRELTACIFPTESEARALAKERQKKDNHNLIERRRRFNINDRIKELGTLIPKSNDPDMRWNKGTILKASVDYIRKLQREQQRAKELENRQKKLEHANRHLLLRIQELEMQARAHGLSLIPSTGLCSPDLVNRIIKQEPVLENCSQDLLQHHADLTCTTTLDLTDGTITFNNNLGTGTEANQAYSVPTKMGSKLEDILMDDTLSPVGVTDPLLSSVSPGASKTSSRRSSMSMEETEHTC
# FBW7 act: activators of human E3 ligase FBW7; Q969H0; AlphaScreen FBW7–phospho-cyclin E peptide binding, activator screen; normalized activity (activation), % at 26.1 µM; hit rate 0.13% among 650,000; in the data active = normalized activity above about 1.9%;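 also: purified mutant Fbw7 with reduced substrate affinity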
# TEAD-YAP block: TEAD-YAP interaction inhibition | hit rate 1.4% among 640,000 | inhibition, % at 9.12 µM | HEK-TIYL cells, TEAD-Gal4/YAP UAS-luciferase luminescence; in the data active = inhibition above about 32%;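 also: 0% = median of test compound wells and 100% = reference inhibitor wells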
# GPR151 ag: activators of human GPR151; PathHunter beta-arrestin GPR151 cells, luminescence; AID 1508602; activation, % at 11.2 µM; hit rate 1% among 650,000; Q8TDV0; in the data active = activation above about 4.9%;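 also: 0% = median of compound wells and 100% = cells with positive control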
# Target sequence (Q8TDV0 whole entry, looked up): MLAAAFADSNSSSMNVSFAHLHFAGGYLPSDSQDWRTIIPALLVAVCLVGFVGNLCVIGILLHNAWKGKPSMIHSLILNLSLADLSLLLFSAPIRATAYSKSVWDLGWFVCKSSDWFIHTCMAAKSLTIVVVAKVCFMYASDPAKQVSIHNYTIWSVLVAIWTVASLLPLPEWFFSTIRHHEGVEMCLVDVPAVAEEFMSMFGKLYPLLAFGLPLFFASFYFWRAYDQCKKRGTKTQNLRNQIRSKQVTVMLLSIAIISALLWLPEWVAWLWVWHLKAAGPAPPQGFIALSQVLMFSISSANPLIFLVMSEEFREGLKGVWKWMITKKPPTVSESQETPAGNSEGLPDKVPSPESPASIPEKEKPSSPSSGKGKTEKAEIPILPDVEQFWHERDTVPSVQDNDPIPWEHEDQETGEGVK
# * marks the source's active call; other numbers are inactive results. An unsorted share of the library; about 3.4% have a hit in one of these screens.
1: O=C(NCC(c1ccsc1)N1CCCC1)c1cc2ccccc2oc1=O (centres undefined)
2: COc1ccccc1-n1c(CNC(=O)c2ccc([N+](=O)[O-])cc2)n[nH]c1=S
3: CCOc1ccc(Nc2ncnc3c2c(-c2ccccc2)cn3-c2cccc(C(F)(F)F)c2)cc1
4: CCN(CC)C(=O)c1sc(NC(=O)c2ccco2)c(C(=O)OC(C)C)c1C
5: COCCNC(=O)c1cccc(OC2CCN(Cc3ccc(Cl)s3)CC2)c1
Compound | 1 | 2 | 3 | 4 | 5
MITF inh | -8 | 16 | -12 | -2 | 2
FBW7 act | -0.1 | 0.1 | 0.1 | 0.0 | -0.1
TEAD-YAP block | 10 | -2 | -1 | -4 | 0
GPR151 ag | -0.9 | -1.9 | 0.2 | 1.4 | -0.9

# Shown with bars between the fields: 5 of the compounds above
item | compound | MITF inh | FBW7 act | TEAD-YAP block | GPR151 ag
3 | CCOc1ccc(Nc2ncnc3c2c(-c2ccccc2)cn3-c2cccc(C(F)(F)F)c2)cc1 | -12 | 0.1 | -1 | 0.2
5 | COCCNC(=O)c1cccc(OC2CCN(Cc3ccc(Cl)s3)CC2)c1 | 2 | -0.1 | 0 | -0.9
2 | COc1ccccc1-n1c(CNC(=O)c2ccc([N+](=O)[O-])cc2)n[nH]c1=S | 16 | 0.1 | -2 | -1.9
1 | O=C(NCC(c1ccsc1)N1CCCC1)c1cc2ccccc2oc1=O (centres undefined) | -8 | -0.1 | 10 | -0.9
4 | CCN(CC)C(=O)c1sc(NC(=O)c2ccco2)c(C(=O)OC(C)C)c1C | -2 | 0.0 | -4 | 1.4

# Next part:
6: O=C(NCc1ccc(F)cc1)C1CC(=O)N(c2ccc(F)cc2)C1 (centres undefined)
7: C=CCNC(=O)CCc1nc(-c2ccccc2C)no1
8: CCc1ccc(OCC(O)CNC(C)(C)C)cc1 (centres undefined)
9: O=C1Nc2cc(C(=O)O)ccc2S/C1=C\c1ccccc1F
10: O=C(CSc1nnc(-c2ccncc2)o1)c1cccc([N+](=O)[O-])c1
Compound | 6 | 7 | 8 | 9 | 10
MITF inh | 73* | -4 | 13 | 5 | -2
FBW7 act | 0.1 | -0.1 | -0.1 | 0.5 | -0.5
TEAD-YAP block | -4 | -2 | 2 | 6 | -12
GPR151 ag | -0.8 | 0.6 | 0.2 | 1.2 | 0.3

11: CCCC1=C/C(=C/c2ccc(-c3ccccc3)o2)C(=O)O1
12: Cc1ccc(/C=C2/C(=O)NN(c3ccc(C)c(Cl)c3)C2=O)o1
13: Cc1ccc(S(=O)(=O)N2CCN(c3ccc([N+](=O)[O-])c(NCc4ccco4)c3)CC2)cc1
14: CCOC(=O)c1ccccc1NC(=O)Cn1ncc2c1-c1ccccc1OC2
15: Cc1csc(NC(=O)c2cc(=O)c(OCc3ccc(F)cc3)cn2C)n1
Compound | 11 | 12 | 13 | 14 | 15
MITF inh | 5 | 14 | -3 | -3 | 4
FBW7 act | 0.0 | 0.1 | -0.1 | -0.1 | 0.3
TEAD-YAP block | -11 | 0 | -2 | 12 | -58
GPR151 ag | -0.3 | -0.3 | -0.6 | -0.3 | 1.0

16: COC(=O)C1=C(C)NC(=O)CC1c1cccc([N+](=O)[O-])c1 (centres undefined)
17: C/C(=N\NC(=O)c1cccc(Cl)c1)c1ccc(F)cc1
18: Cc1ccc(S(=O)(=O)N(CC(N)=O)Cc2ccccc2F)cc1
19: O=C(NCCc1csc(-c2cccc(F)c2)n1)C1CC1
20: O=C1c2ccccc2S(=O)(=O)NN1Cc1nnc(-c2ccccc2Br)o1
Compound | 16 | 17 | 18 | 19 | 20
MITF inh | -2 | -8 | -18 | -6 | 8
FBW7 act | -0.1 | -0.1 | 0.0 | 0.3 | 0.1
TEAD-YAP block | -7 | -52 | 1 | -15 | -4
GPR151 ag | 0.4 | 0.7 | 1.3 | -0.4 | 0.3

21: Cc1cc2cc(CN(C(=O)c3ccco3)C3CCCC3)c3nnnn3c2cc1C
22: CCc1cc(C(=O)N2CCN(c3cccc(OC)c3)CC2)cs1
23: COCCCn1c(SCC(=O)Nc2nc3ccccc3s2)nnc1-c1ccoc1C
24: COc1cccc2cc(C(=O)NCc3ccccc3)c(=O)oc12
25: COc1ccc(COc2ccc3c(C)c(CCC(=O)O)c(=O)oc3c2)cc1
Compound | 21 | 22 | 23 | 24 | 25
MITF inh | 2 | 11 | -3 | 6 | 4
FBW7 act | -0.1 | 0.5 | -0.1 | 0.0 | -0.1
TEAD-YAP block | -3 | -6 | 5 | 0 | -3
GPR151 ag | -0.3 | 1.9 | -0.7 | 0.2 | 1.3

26: FC(F)(F)C(F)(F)c1nnc2c3ccccc3c(N3CCNCC3)nn12
27: CC(=O)OC1C2COC(O2)C(OC(C)=O)C1OC(C)=O (centres undefined)
28: O=C(CCCCN1C(=O)c2cccc([N+](=O)[O-])c2C1=O)Nc1ncccn1
29: CCc1cccc(OCC(O)CN2CCC(C(N)=O)CC2)c1 (centres undefined)
30: COc1ccc(-c2noc(N(C)CC(=O)Nc3ccc(C)cc3Br)n2)cc1
Compound | 26 | 27 | 28 | 29 | 30
MITF inh | -2 | 1 | 8 | 12 | -2
FBW7 act | -0.2 | -0.1 | 0.1 | -0.1 | -0.1
TEAD-YAP block | -7 | -9 | 11 | 8 | 0
GPR151 ag | 2.1 | 0.3 | -0.2 | 1.1 | 1.3

31: COc1ccc(Br)cc1CN1CCC(N2CCOCC2)CC1
32: Cc1ccc2c(c1)/C(=C/c1ccccc1)c1cnc(/C=C/c3ccccc3)cc1-2
33: CCn1c(=O)n(CC(=O)Nc2ccccc2OC)c(=O)c2ccccc21
34: CCOC(=O)N1CCc2c(sc(N)c2C(=O)Nc2cc(OC)ccc2OC)C1
35: Cc1c(N=Cc2ccc([N+](=O)[O-])s2)cccc1[N+](=O)[O-]
Compound | 31 | 32 | 33 | 34 | 35
MITF inh | 25 | 10 | 9 | 3 | 7
FBW7 act | -0.1 | 0.1 | 0.0 | 0.0 | 0.1
TEAD-YAP block | 1 | 8 | 14 | 5 | 1
GPR151 ag | 0.2 | 0.4 | -1.0 | 0.3 | -0.4

36: COC(=O)c1ccccc1NC(=O)c1ccc(NC(=O)Cc2ccccc2)cc1
37: COc1ccc(C2C(C(=O)Nc3cccc(OC)c3)c3ccccc3C(=O)N2C2CCCCC2)cc1 (centres undefined)
38: COCc1c(C(=O)N/N=C/c2cccc(OC)c2OC)nnn1-c1nonc1N
39: O=C(Cn1cnc2ccccc2c1=O)NCC(=O)N1CCC(Cc2ccccc2)CC1
40: Cc1ccc(NC(=O)/C=C/c2ccc3c(c2)OCO3)nc1
Compound | 36 | 37 | 38 | 39 | 40
MITF inh | 5 | 12 | 12 | 10 | -11
FBW7 act | 0.0 | 0.1 | 0.7 | 0.1 | -0.1
TEAD-YAP block | 2 | -14 | -9 | 4 | -60
GPR151 ag | 0.7 | -0.9 | 0.8 | -0.6 | -0.1

41: Cc1ccc(C(=O)/C=C2\C(=O)Nc3ccccc32)cc1
42: COc1ccc(C(=O)Nc2nc3nc(C)cc(C)c3s2)cc1OC
43: O=C(NCCSc1ccccc1)c1ccc(NS(=O)(=O)c2ccccc2)cc1
44: COCCNc1nc(-c2ccoc2)cnc1N
45: Cc1ccc(C2=N/C(=C\c3cc4c(cc3Cl)OCO4)C(=O)O2)cc1[N+](=O)[O-]
Compound | 41 | 42 | 43 | 44 | 45
MITF inh | 2 | 2 | 4 | 18 | 8
FBW7 act | -0.1 | -0.1 | 0.8 | 0.0 | -0.1
TEAD-YAP block | -10 | -10 | 2 | 1 | 5
GPR151 ag | 0.2 | -0.4 | -0.7 | 0.8 | 0.6

46: O=C(Cc1ccc(Cl)cc1)Nc1cccnc1Cl
47: CN(C)Cn1c2ccccc2c2ccccc21
48: CCNc1nc(NCc2ccccc2)c2ncn(CCN3CCCC3=O)c2n1
49: Cc1c(C(=O)NCCC2=CCCCC2)sc2ncnc(N3CCN(c4ccccc4F)CC3)c12
50: CC(=O)c1c(C)[nH]c(C(=O)N2CCC(Cc3ccccc3)CC2)c1C
Compound | 46 | 47 | 48 | 49 | 50
MITF inh | -5 | -1 | 1 | -2 | -16
FBW7 act | 0.0 | -0.2 | 0.0 | -0.1 | -0.8
TEAD-YAP block | 5 | 1 | -11 | 1 | 28
GPR151 ag | 0.2 | -0.6 | 3.3 | -0.4 | 2.5

51: COc1ccc(OC)c(NC(=O)c2ccc(N(C)C)cc2)c1
52: CCCCCCSc1nc(-c2ccccc2)cc(-c2ccc(OC)cc2)c1C#N
53: Cc1ccc(OC(=O)c2cccc(C(=O)Oc3ccc(C)c(C)c3)c2)cc1C
54: CCOc1cc(-c2nc3sc4c(c3c(=O)[nH]2)CCCC4)ccc1OCCOc1ccccc1C
55: CC12C=CC(O1)C1C(=O)N(c3cc([N+](=O)[O-])ccc3Cl)C(=O)C12 (centres undefined)
Compound | 51 | 52 | 53 | 54 | 55
MITF inh | 8 | -7 | -20 | 14 | 4
FBW7 act | -0.1 | -0.2 | 0.0 | 0.0 | -0.1
TEAD-YAP block | -20 | 4 | -34 | 3 | -5
GPR151 ag | -0.4 | 0.5 | -0.5 | -0.4 | -1.0

# 4 records picked at random from those above:
55: CC12C=CC(O1)C1C(=O)N(c3cc([N+](=O)[O-])ccc3Cl)C(=O)C12 (centres undefined)
54: CCOc1cc(-c2nc3sc4c(c3c(=O)[nH]2)CCCC4)ccc1OCCOc1ccccc1C
52: CCCCCCSc1nc(-c2ccccc2)cc(-c2ccc(OC)cc2)c1C#N
51: COc1ccc(OC)c(NC(=O)c2ccc(N(C)C)cc2)c1
Compound | 55 | 54 | 52 | 51
MITF inh | 4 | 14 | -7 | 8
FBW7 act | -0.1 | 0.0 | -0.2 | -0.1
TEAD-YAP block | -5 | 3 | 4 | -20
GPR151 ag | -1.0 | -0.4 | 0.5 | -0.4

# New compounds follow:
56: C/C(=N\OCc1ccc(C(F)(F)F)cc1)c1ccccn1
57: CCn1c(=O)oc2cc(Br)ccc21
58: COc1ccc(/C=N/Nc2nc(C)cc(C)n2)cc1OC
59: Cc1ccc(C=C2C(=O)N(C)C(=S)N(C)C2=O)s1
60: Cc1ccc(-c2cc(C(F)(F)F)n3ncc(C(=O)N4CCN(c5ccccc5)CC4)c3n2)cc1
Compound | 56 | 57 | 58 | 59 | 60
MITF inh | -15 | 0 | 0 | 7 | 13
FBW7 act | -0.1 | -0.1 | 0.0 | -0.1 | 0.2
TEAD-YAP block | -30 | 9 | -9 | -51 | 1
GPR151 ag | -0.4 | 2.7 | -1.2 | 0.1 | -0.2

61: Cc1cccc(C)c1N(C(=O)COc1ccc(Cl)cc1Cl)C(=O)C(c1ccc(Cl)cc1)N1CCOCC1 (centres undefined)
62: Cc1ccc(N=Cc2nc(-c3ccccc3Br)oc2O)cc1
63: O=C(Cn1c(=O)c2cccn2c2cccnc21)NCc1cccc(Br)c1
64: O=C(O)CC(C(=O)O)N1C(=O)/C(=C/c2cccc([N+](=O)[O-])c2)SC1=S (centres undefined)
65: Cc1cccnc1C(NC(=O)C1CCN(C(=O)c2ccoc2)CC1)c1cccs1 (centres undefined)
Compound | 61 | 62 | 63 | 64 | 65
MITF inh | 1 | 5 | 7 | -4 | 24
FBW7 act | -0.1 | 0.0 | 0.2 | 0.6 | 0.0
TEAD-YAP block | -1 | -21 | 11 | 7 | 0
GPR151 ag | 0.2 | 1.8 | 2.3 | 0.9 | -0.6

66: Cc1ccc(Nc2nc(Cl)nc(N3CCC(C)CC3)n2)cc1
67: OCCC1CN(C2CCCC2)CCN1Cc1ccc(F)c(F)c1 (centres undefined)
68: COc1ccc(OCC(O)CN(C)C(=O)c2ccc(Cl)cc2)cc1 (centres undefined)
69: CCN(CCNC(=O)Cn1c2ccccc2c2nc(=O)cc(C)n21)c1ccccc1
70: CC(C)(C)CC(=O)Nc1ccc(-c2nnc3n2CCCCC3)cc1
Compound | 66 | 67 | 68 | 69 | 70
MITF inh | 19 | -11 | -6 | -17 | -3
FBW7 act | 0.0 | 0.0 | -0.4 | -0.2 | 0.0
TEAD-YAP block | -30 | -1 | 8 | -7 | -7
GPR151 ag | -1.2 | 0.1 | 1.5 | -0.7 | -1.1

71: CCC(C)c1ccc(NC(=O)CSc2nnc(-c3ccncc3)n2CC)cc1 (centres undefined)
72: COc1ccc(OCCCCNCCO)cc1
73: CCOC(=O)C1=C(N)N(c2ccc(OC)cc2)C2=C(C(=O)CC(C)(C)C2)C1c1cccs1 (centres undefined)
74: CCOC(=O)c1c(NC(=O)c2cc([N+](=O)[O-])nn2Cc2ccccc2)sc2c1CCC(CC)C2 (centres undefined)
75: CC(C)(C)c1ccc(/C=C/C(=O)Nc2cccnc2)cc1
Compound | 71 | 72 | 73 | 74 | 75
MITF inh | 8 | 8 | 14 | -4 | -3
FBW7 act | -0.1 | 0.5 | 0.0 | -0.2 | 0.0
TEAD-YAP block | -9 | -7 | 5 | 0 | -87
GPR151 ag | 1.6 | 0.1 | 2.9 | 0.5 | -2.0

76: CCCNc1nc(NCCCN2CCCC2=O)nc2c1ncn2CCN1CCCC1=O
77: O=c1oc2cc(O)c(Br)cc2s1
78: CC1(C)N=C(N)N=C(N)N1c1ccc(Oc2ccc(Cl)cc2)c(Cl)c1
79: O=C(Cn1ccc2ccccc2c1=O)NCCC(=O)N1CCCCC1
80: O=C(CSC1=NC(=O)C(Cc2ccccc2)C(=O)N1)Nc1ccccn1 (centres undefined)
81: CCCCC(=O)NC(c1ccccc1OC)c1ccc2cccnc2c1O (centres undefined)
82: CN1C(=O)C(=O)N(CC(=O)N2CCc3ccccc32)C1=O
Compound | 76 | 77 | 78 | 79 | 80 | 81 | 82
MITF inh | 5 | 5 | 7 | 10 | 19 | 24 | -9
FBW7 act | -0.1 | -0.1 | 0.0 | 0.0 | -0.1 | -1.8 | 0.1
TEAD-YAP block | -7 | 18 | 37* | -6 | 1 | 73* | 0
GPR151 ag | 0.0 | -0.5 | -0.5 | -0.7 | 0.9 | 1.0 | 0.4
